# High-throughput results deposited in PubChem BioAssay by Sanford-Burnham Center for Chemical Genomics.
# Jurkat NFkB inh = inhibitors of induced NF-kB luciferase reporter, primary screen, TCR NF-kB activation inhibitor project, cell-based, luminescence, uHTS; Jurkat, PMA/ionomycin-induced NF-kB luciferase reporter; inhibition, % at 4 µM; actives 0.53% (n = 330,000)
# HKDC1 inhibitor = HKDC1 hexokinase inhibitors, primary screen, biochemical, fluorescence, uHTS. Q2TB90. recombinant HKDC1, G6PDH/diaphorase resazurin coupled fluorescence. inhibition, % at 20 µM. actives 0.16% (n = 340,000);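 active means inhibition above about 35% when tested at 20 µM, limit read from the data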;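 further: plate controls were DMSO wells with enzyme for no effect and DMSO wells lacking enzyme for full effect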
#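 Test system: Recombinant HKDC1 (HK5) hexokinase enzyme, produced in-house | Input: HKDC1 at 5 µg/mL | Buffer or medium: Tris pH 8.0 buffer with MgCl2, Tween-20, BSA, BME | Schedule: 90 min reaction incubation at room temperature, dark | Technique: Resazurin-to-resorufin fluorescence via G6PDH and diaphorase coupling, 525/613 nm | Controls: DMSO wells with and without enzyme mix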
# 697 NFkB inh = inhibitors of PMA/ionomycin-induced NF-kB reporter, 697 cells, primary screen, B-cell NF-kB inhibitor project, cell-based, luminescence, uHTS; 697 B-cell NF-kB luciferase reporter, 16 h; inhibition, % at 4 µM; actives 0.33% (n = 330,000); in the data active means inhibition above about 35%
# UBC13 inh = UBC13 polyubiquitin chain formation inhibitors, primary screen, biochemical, TR-FRET, uHTS; Ubiquitin-conjugating enzyme E2 N (Homo sapiens), P61088; inhibition, % at 20 µM; actives 0.47% (n = 330,000); AID 485273, 2010; in the data active means inhibition above about 45%, passing the limit was not always enough; inconclusive means no clear call, values can overlap the other calls
# Target sequence (P61088 whole entry, looked up): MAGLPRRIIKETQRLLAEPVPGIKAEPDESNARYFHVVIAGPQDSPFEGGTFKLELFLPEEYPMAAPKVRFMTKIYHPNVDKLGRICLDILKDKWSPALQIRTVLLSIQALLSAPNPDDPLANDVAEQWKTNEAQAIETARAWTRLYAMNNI
# Gli-Sufu block = Gli-Sufu pathway antagonists, primary screen, luciferase luminescence, Sufu-KO-LIGHT cells, uHTS; Sufu-KO-LIGHT fibroblasts, Gli luciferase reporter luminescence; inhibition, % at 5 µM; actives 0.74% (n = 340,000);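 active means inhibition above about 55%, limit read from the data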;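 further: 0% = DMSO-treated cells and 100% = wells with medium but no cells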
# SENP7 block = SENP7 protease inhibitors, primary screen, biochemical, luminescence, uHTS; Sentrin-specific protease 7 (Homo sapiens), Q9BQF6; recombinant SENP7, Z-RLRGG-aminoluciferin luminescence, 40 min; inhibition, % at 5 µM; actives 1.5% (n = 330,000);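 active means inhibition above about 50% at the single test dose, limit read from the data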;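 further: plate controls were DMSO with enzyme for no effect and no enzyme buffer wells for full effect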
# Target sequence (Q9BQF6 706-1050 limits assumed): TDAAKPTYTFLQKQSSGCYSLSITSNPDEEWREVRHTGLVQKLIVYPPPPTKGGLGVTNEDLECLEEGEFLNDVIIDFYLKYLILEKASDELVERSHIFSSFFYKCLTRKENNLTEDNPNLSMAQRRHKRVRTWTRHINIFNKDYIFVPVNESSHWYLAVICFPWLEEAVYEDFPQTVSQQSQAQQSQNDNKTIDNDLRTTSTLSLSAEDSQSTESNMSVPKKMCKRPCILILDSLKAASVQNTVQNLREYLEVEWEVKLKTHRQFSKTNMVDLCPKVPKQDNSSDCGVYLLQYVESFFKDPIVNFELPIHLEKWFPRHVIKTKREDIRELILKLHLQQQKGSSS
# Apaf1 inhib = inhibitors of human Apaf-1 apoptosome, primary screen, biochemical, DEVD-Rh110 fluorescence, uHTS | reconstituted apoptosome caspase-3 activity | inhibition, % at 20 µM | actives 0.71% (n = 330,000) | AID 489030, 2010; active means inhibition of at least 40% at 20 µM;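 further: plate controls were DMSO wells for no effect and DEVD-CHO caspase inhibitor wells for full effect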
#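 Assay system – apoptosome proteins · Medium – Hepes buffer, pH 7.5 · Also added – cytochrome c with DEVD-Rh110 · Timing – 30 min compound preincubation, 50 min activation, room temperature · Detection – Rh110 fluorescence, excitation 480 nm, emission 540 nm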
# SENP8 block = SENP8 protease inhibitors, primary screen, biochemical, luminescence; Sentrin-specific protease 8 (Homo sapiens), Q96LD8; purified SENP8, Z-RLRGG-aminoluciferin cleavage; inhibition, % at 10 µM; actives 1.2% (n = 330,000)
# Target sequence (Q96LD8 whole entry, looked up): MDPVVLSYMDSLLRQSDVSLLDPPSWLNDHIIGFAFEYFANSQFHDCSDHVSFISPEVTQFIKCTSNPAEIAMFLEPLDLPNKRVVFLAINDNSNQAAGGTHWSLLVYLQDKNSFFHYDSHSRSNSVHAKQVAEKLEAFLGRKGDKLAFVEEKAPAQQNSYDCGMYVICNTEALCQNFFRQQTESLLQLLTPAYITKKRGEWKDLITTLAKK
# The depositor's hits bear a star; ? = inconclusive; · = not tested or not shown. Unless noted, no stated cut-off is given here; in the data, active means inhibition above about 50%; inactive means the rest.
structure	Jurkat NFkB inh	HKDC1 inhibitor	697 NFkB inh	UBC13 inh	Gli-Sufu block	SENP7 block	Apaf1 inhib	SENP8 block
COc1cc(C(C2C(=O)CC(C)(C)CC2=O)C2C(=O)CC(C)(C)CC2=O)cc(OC)c1OC	3.1	-5.7	-1.1	-9.8	8.6	-6.1	4.8	-10.7
CN(C)C(=O)/C(=C\c1ccc(-c2cccc([N+](=O)[O-])c2)o1)NC(=O)c1ccccc1	25.4	10.2	-6.0	1.6	5.7	2.3	-1.0	-2.9
COc1ccc(-c2cn(-c3ccccc3)nc2CO)cc1	-25.0	5.0	-25.6	6.2	-4.0	8.4	12.7	-4.9
O=C(Cc1cc(=O)[nH]c(=O)[nH]1)N1CCN(C(=O)c2ccco2)CC1	1.0	-7.1	13.7	-1.2	1.1	-0.1	-0.6	3.7
CCOc1cc(/C=C(\C#N)C(=O)NCc2cccnc2)ccc1O	-1.8	-5.8	9.1	-23.0	·	-4.4	0.4	1.2
O=C(/C=C/c1ccc2c(c1)OCO2)NCC1CCCO1 (configuration not stated)	-60.8	-10.6	-42.8	-2.8	-32.9	-4.0	5.2	2.6
C[C@@H]1CC=C[C@H]2[C@H]1C(=O)N(Cc1ccccc1)[C@H]2c1ccc(-c2ccoc2)cc1F	0.5	6.1	-4.2	-11.3	-24.1	0.4	21.8	9.9
CC(=O)c1c(C)[nH]c(C(=O)CSc2nnc(CN3CCCCCC3=O)n2-c2ccccn2)c1C	-0.7	-6.6	-18.1	-9.6	-0.8	2.6	-20.7	3.7
CC(=O)Nc1cccc(NC(=O)C2CCCN2C(=O)Nc2cccc(C)c2)c1 (configuration not stated)	11.4	-12.4	10.7	7.8	-4.7	-4.3	-6.9	0.4
Cc1ccc(S(=O)(=O)N(C)c2ccc(OC(=O)c3cccs3)cc2)cc1	-9.7	-5.0	8.9	6.9	8.7	2.6	15.4	-0.3
CCOc1ccccc1NC(=S)NC(=O)CCc1ccccc1	-1.5	6.5	-16.7	1.6	-4.2	-8.4	20.6	8.1
O=C(CCCN1C(=O)/C(=C\c2ccco2)SC1=S)Nc1ccc2ccccc2c1	9.7	-0.8	-16.9	-12.6	-2.1	3.7	17.7	-1.5
O=c1c2ccccc2[nH]c(=S)n1Cc1ccccc1Cl	-21.8	-1.6	-5.7	?	12.2	4.0	14.0	-3.2
COc1ccc(-c2nnc(SCC(=O)NC3CC3)o2)c(OC)c1	-8.0	-3.9	-13.4	-4.2	-7.3	10.9	5.4	1.5
COC(=O)c1ccc(C(=O)OC)c(NC(=O)CCC(=O)O)c1	-13.4	-7.3	5.7	12.4	-2.8	-6.3	-15.2	-11.3
COc1ccccc1NC(=O)c1ccc(S(=O)(=O)N(C)C)cc1	-0.9	-3.3	-11.0	-3.6	1.2	2.3	1.6	5.4
COCCN(C(=S)Nc1ccc(Cl)cc1OC)C1CCN(C(C)=O)CC1	1.7	2.6	8.3	-6.2	1.6	3.8	-6.8	0.4
Oc1ccc(-c2csc(NCc3ccco3)n2)cc1	-74.7	-3.4	-21.3	5.5	-30.0	-2.1	6.5	-7.8
O=C(NCCc1ccccc1)c1cc2ncc(Br)cn2n1	-11.5	15.3	-16.3	12.5	-21.9	-2.0	7.8	-10.0
CC(C)[C@@H](C(=O)N1CCN(C(=O)OC(C)(C)C)CC1)n1cc(CCO)nn1	0.9	-2.2	14.4	-0.1	-1.4	-5.0	-0.9	-9.7
C/C(=N\NC(=O)c1cc(-c2ccccc2C)nc2ccccc12)c1cccnc1	2.6	-4.0	19.6	-1.0	15.7	0.3	6.1	-1.0
CCc1ccccc1NS(=O)(=O)c1ccc2[nH]cc(C(=O)NC3CCCC3)c(=O)c2c1	14.4	-0.2	-19.4	10.5	-1.2	-1.4	14.0	0.8
CC(=O)c1c(C)[nH]c(C(=O)OC2CCOC2=O)c1C (configuration not stated)	12.4	-6.7	-9.7	0.1	1.5	5.7	2.0	0.9
COc1ccc(NC2CCCN(C(=O)c3cn(C)c4ccccc34)C2)cc1 (configuration not stated)	3.0	3.3	10.4	-2.8	-4.7	3.9	-10.8	9.0
Cc1sc2nc(SCc3ccccc3)n(Cc3ccco3)c(=O)c2c1C	1.4	10.4	-5.8	-1.7	2.9	3.4	11.7	2.1
O=C(C1=C[C@H](c2ccccc2)C[C@H](OCCCCO)O1)N1CCN(Cc2ccc3c(c2)OCO3)CC1	15.4	2.0	4.9	9.4	-12.0	3.4	1.3	3.5
COc1ccc(/C=C/C(=O)Nc2ccc(S(=O)(=O)N3CCOCC3)cc2)c(OC)c1	1.6	2.8	-2.2	-6.3	-3.1	-7.3	-1.4	-10.2
CN(CCCNC(=O)C1CCC(CNS(=O)(=O)c2ccccc2)CC1)Cc1ccccc1 (configuration not stated)	-4.0	-5.5	-0.1	3.2	34.6	3.7	4.7	11.1
Cc1ccc(-c2noc(CCC(=O)NCCCN3CCN(c4cccc(Cl)c4)CC3)n2)cc1	-4.1	-1.4	3.1	23.5	6.8	5.2	33.1	-11.1
Cn1cccc1/C=N\NC(=O)c1cncc(Br)c1	-11.2	-5.3	-5.7	-16.8	18.1	10.3	-6.8	-6.7

structure	Jurkat NFkB inh	HKDC1 inhibitor	697 NFkB inh	UBC13 inh	Gli-Sufu block	SENP7 block	Apaf1 inhib	SENP8 block
CC12CCC(C(=O)N3CCCc4ccccc43)(CC1=O)C2(C)C (configuration not stated)	-2.5	0.2	5.3	4.6	2.5	-3.1	2.2	-3.2
COC(=O)C1CCN(C(=O)Cc2ccc(C)cc2)CC1	-5.2	-2.1	12.2	7.2	2.4	0.9	-2.5	-1.0
CC(C)(C)NC1=CC(=O)OC12CCCCC2	-3.5	-4.2	26.7	5.7	4.9	1.3	0.7	-1.0
CC1CCc2nn(CC(=O)NCCN3CCCCC3C)cc2C1 (configuration not stated)	12.0	-4.0	15.0	-5.2	0.7	-5.5	5.3	-3.4
CC1CC(C)CN(C(=O)CCNS(=O)(=O)c2cccs2)C1 (configuration not stated)	-2.7	-10.7	-5.5	-7.1	-7.8	-3.7	7.9	-6.9
CN1CCN(C(=O)Nc2ccccc2)CC1	0.4	-7.7	-10.0	-1.3	-6.0	5.5	-10.0	7.0
O=C(O)CN1C(=O)CC(c2ccccc2)CC1=O	0.1	-1.9	-8.7	-3.8	7.6	10.4	-7.0	-6.2
Cc1ccc(-n2nc(C(=O)O)nc2-c2ccccc2)cc1	-7.0	6.8	-7.4	-7.9	1.0	-4.5	-3.4	0.4
Cc1ccc(C2C(C#N)=C(N)OC3=C2C(=O)CCC3)s1 (configuration not stated)	-4.3	-3.0	-3.3	0.2	-31.8	0.5	-10.5	5.1
Cc1ccc(S(=O)(=O)N2CCCCC2C(=O)N(C)c2ccccc2)cc1 (configuration not stated)	2.6	-7.2	16.1	-0.6	9.0	2.0	1.1	-1.2
CN(c1ccccc1)S(=O)(=O)c1cccc(C(=O)Nc2ncn[nH]2)c1	13.9	-5.3	6.2	-5.3	4.5	-0.1	-27.4	1.5
CCNc1nc(NC(C)C)nc(N(C#N)C(C)C(=O)N(CC)CC)n1 (configuration not stated)	5.8	-4.3	6.0	3.9	3.6	-5.0	-21.8	-1.9
COc1ccc(S(=O)(=O)NC(C)C(=O)Nc2ccccc2F)cc1 (configuration not stated)	4.5	-1.6	13.1	1.4	-1.0	6.4	11.0	-2.5
COc1ccc2cc(C(=O)C3CCCN(C(=O)/C=C/c4ccccn4)C3)ccc2c1 (configuration not stated)	2.0	5.1	0.1	6.1	-11.8	-5.0	16.6	-12.5
Cc1noc2ncnc(Oc3ccccc3)c12	0.9	-7.2	15.2	4.5	-6.9	-1.5	-5.5	1.7
COc1ccc(/C=N/NC(=O)c2ccco2)cc1Cn1nc(C)cc1C	13.3	-11.0	21.0	-0.8	13.4	1.7	-5.1	2.1
Cc1cccc(Oc2nc3ccccn3c(=O)c2/C=C(\C#N)C(=O)NC2CCS(=O)(=O)C2)c1C (configuration not stated)	10.5	-0.9	17.9	4.4	-0.3	-3.1	9.1	-0.3
CCCCC1=CC2=CC(=O)C(C)(OC(=O)C3CCCC3)C(=O)C2=CO1 (configuration not stated)	-6.1	11.4	-4.0	-55.8	-1.4	-11.2	25.1	-6.5
CC1(C)CN2C(=O)c3ccccc3C2(C)S1 (configuration not stated)	7.9	-5.7	14.0	0.2	-8.5	0.6	-4.8	-2.8
Cc1ccc(F)cc1NC(=O)c1cccc(N(C)C)c1	-12.6	5.8	19.8	12.0	-12.1	1.6	5.9	-3.3
CCN(CC(=O)NCc1ccc(Cl)cc1)C(=O)CSc1cccc(C(F)(F)F)c1	-2.5	9.1	7.7	3.9	9.1	6.0	20.8	5.9
O=C(C(Cl)Cl)N1c2ccccc2OCC1c1ccccc1 (configuration not stated)	21.9	-4.3	-18.5	-2.2	8.1	5.3	-0.2	-9.1
COc1cccc2cc(C(C)N(CCCN3CCOCC3)C(=S)Nc3ccc(C)c(C)c3)oc12 (configuration not stated)	-4.1	-1.4	-27.2	-4.7	25.4	-1.7	6.3	8.7
COc1ccc(C2NC(=O)C(C)S2)cc1 (configuration not stated)	16.9	12.5	15.2	-1.2	0.4	1.3	-16.2	-2.7
COc1cc2oc(=O)ccc2cc1-c1c(OC)ccc2ccc(=O)oc12	17.6	-3.2	15.2	-10.4	13.8	-3.1	-4.3	-14.7
CCn1c(COc2cccc3ccccc23)nnc1SCC(N)=O	-0.4	2.2	-3.6	9.1	-1.6	-1.5	0.0	-13.4
S=C(NCc1cccs1)Nc1ccccc1Cl	9.4	-11.7	-38.9	-17.5	-2.9	1.6	-15.8	-11.3
COc1cccc(CNC(=O)Nc2cccs2)c1	-33.3	-7.5	-17.2	-5.6	-32.5	8.0	27.9	-5.1
Cc1ccccc1-n1c(SCc2c(C)noc2C)nnc1-c1cccnc1	-0.5	-1.8	0.6	-1.1	6.5	-0.2	13.0	-13.0
Cc1c(-c2c(C#N)c(N)nc3c2CCCCCC3)cnn1C	-8.8	-0.7	9.6	1.9	1.5	-4.7	4.4	-6.9
Cc1ccc(S(=O)(=O)N(C)c2ccc(C(=O)NCC3CCCO3)cc2)cc1 (configuration not stated)	5.3	-2.1	17.7	-0.3	-0.2	-5.0	-3.3	2.9

# Individual results from above:
# Result of S=C(NCc1cccs1)Nc1ccccc1Cl in HKDC1 inhibitor: -11.7
# Result of COc1ccc(/C=N/NC(=O)c2ccco2)cc1Cn1nc(C)cc1C in 697 NFkB inh: 21.0
# Result of Cc1ccccc1-n1c(SCc2c(C)noc2C)nnc1-c1cccnc1 in Apaf1 inhib: 13.0
# Result of O=C(O)CN1C(=O)CC(c2ccccc2)CC1=O in UBC13 inh: -3.8

# Exported with values under each structure: part of the list above
# Value order: Jurkat NFkB inh, HKDC1 inhibitor, 697 NFkB inh, UBC13 inh, Gli-Sufu block, SENP7 block, Apaf1 inhib, SENP8 block
> COc1cc2oc(=O)ccc2cc1-c1c(OC)ccc2ccc(=O)oc12
 : 17.6, -3.2, 15.2, -10.4, 13.8, -3.1, -4.3, -14.7
> CCn1c(COc2cccc3ccccc23)nnc1SCC(N)=O
 : -0.4, 2.2, -3.6, 9.1, -1.6, -1.5, 0.0, -13.4
